Fibroblast inh = blocks proliferation of human lung fibroblasts. LL 47 human lung fibroblast viability, ATP luminescence; hits give low values. viability, % at 10 µM. hit rate 1.1% among 85,000. AID 719;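 active means viability at or below 50% in the single dose screen; inactive means viability above 50%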;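 further: compound exposure lasted 72 h before the ATP readout; 100% = median luminescence of untreated cell-only wells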
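Material: human LL 47 lung fibroblast cells; quantity: 1,150 cells/well; medium: IMEM plus 15% FBS; doses: 0.1% DMSO in all compound wells; timing: overnight attachment after seeding, then 72 h compound exposure at 37 °C; detection: CellTiter-Glo luminescence; measure: % viability of median cell-only signal; controls: cell-only wells, no compound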
HUVEC prolif 384 = inhibitors of human endothelial cell proliferation | hit rate 1.1% among 86,000 | viability, % at 10 µM (by protocol) | HUVEC proliferation, CellTiter-Glo luminescence, 72 h; hits give low values;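 active means viability at or below 30%; inactive means viability above 30%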;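 further: 100% = median luminescence of DMSO-only cell control wells on each plate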
TNFa cytotox = HUVEC cytotoxicity counter-screen, TNF alpha stimulated | HUVEC TNFalpha-stimulated, Hoechst cell count, imaging | hit rate 0.17% among 93,000 | cell count reduction, % at 2 µM;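 active means cell count reduction exceeding the screen mean by over 5 SD, scaled to untreated wells per plate, cut at about 78% in these data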;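 further: cells counted after 24 h of TNF alpha exposure following the 1 h pretreatment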
H69AR inhibit = blocks growth of human H69AR lung tumor cells; hit rate 6% among 85,000; AID 598; H69AR lung tumor viability, ATP luminescence, 72 h; hits give low values; viability, % at 10 µM;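 active means viability at or below 40%; inactive means viability above 40%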;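 further: multidrug resistant small cell line overexpressing MRP-1 efflux transporter; 100% = mean luminescence of untreated control wells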
HUVEC tox IL1B = HUVEC cytotoxicity counter-screen, IL-1B stimulated; hit rate 0.41% among 94,000; HUVEC cell count loss, Hoechst imaging; cell count reduction, % at 2 µM;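 active means cell count reduction more than 3 SD above the screen-wide mean, cut at about 70% in these data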;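 further: normalized per plate to untreated control cells as the no-loss baseline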
PTK2B oligo ant = antagonists of human Pyk2 oligomerization. Q14289. Q293 cells, Pyk2 FERM NanoBiT luminescence; hits give low values. z-score (the deposit names both 25 µM and 10 µM). hit rate 0.83% among 99,000;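 active means Z-score of -3 or lower, scaled per plate to the spread of control and sample wells; inactive means z-score above -3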;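 further: negative z-score means lost luminescence so less FERM oligomerization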
Target sequence (Q14289 whole entry, looked up): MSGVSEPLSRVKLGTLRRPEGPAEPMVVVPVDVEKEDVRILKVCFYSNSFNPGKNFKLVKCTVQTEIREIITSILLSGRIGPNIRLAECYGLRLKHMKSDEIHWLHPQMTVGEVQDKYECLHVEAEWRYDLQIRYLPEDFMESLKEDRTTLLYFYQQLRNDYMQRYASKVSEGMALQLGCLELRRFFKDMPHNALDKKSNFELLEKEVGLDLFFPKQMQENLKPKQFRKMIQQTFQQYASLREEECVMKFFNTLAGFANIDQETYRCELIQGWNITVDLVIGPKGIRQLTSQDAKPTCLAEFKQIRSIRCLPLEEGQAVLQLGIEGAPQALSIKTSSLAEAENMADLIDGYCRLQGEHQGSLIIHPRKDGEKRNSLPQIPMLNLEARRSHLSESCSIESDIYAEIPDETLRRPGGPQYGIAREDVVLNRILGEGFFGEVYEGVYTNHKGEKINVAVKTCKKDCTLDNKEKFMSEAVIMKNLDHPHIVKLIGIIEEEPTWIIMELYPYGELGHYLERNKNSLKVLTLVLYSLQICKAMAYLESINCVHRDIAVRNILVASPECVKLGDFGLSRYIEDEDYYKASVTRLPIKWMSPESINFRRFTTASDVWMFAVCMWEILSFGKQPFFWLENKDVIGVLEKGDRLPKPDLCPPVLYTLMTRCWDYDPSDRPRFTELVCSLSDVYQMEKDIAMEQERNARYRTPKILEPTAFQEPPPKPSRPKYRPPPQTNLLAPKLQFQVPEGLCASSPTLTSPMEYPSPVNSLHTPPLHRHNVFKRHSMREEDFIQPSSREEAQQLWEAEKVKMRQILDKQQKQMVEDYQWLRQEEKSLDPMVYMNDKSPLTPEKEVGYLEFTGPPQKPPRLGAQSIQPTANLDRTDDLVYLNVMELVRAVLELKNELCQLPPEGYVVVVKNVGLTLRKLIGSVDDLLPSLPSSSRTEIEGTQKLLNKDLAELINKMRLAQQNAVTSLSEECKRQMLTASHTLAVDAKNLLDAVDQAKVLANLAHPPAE
Smad3 FoxH1 inh = blocks human Smad3 binding to FoxH1 peptide. inhibition, % at 25 µM. hit rate 0.29% among 88,000. TR-FRET Smad3/Dy647-FoxH1 peptide binding, europium anti-His. AID 630;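 active means compounds that reduce the energy-transfer binding signal between the protein and its labelled peptide by more than half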;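 further: 0% = Smad3 plus labelled peptide maximal FRET and 100% = peptide-only background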
cytoskel mod = alters cytoskeleton assembly in HUVEC cells | HUVEC TNFa F-actin phalloidin imaging, high content | inhibition, % at 2 µM | hit rate 0.18% among 91,000;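 active means inhibition above the batch mean plus 3 SD and confirmed as a hit by visual image inspection, cut at about 30% in these data, passing the limit was not always enough; inconclusive means above the inhibition threshold but rejected on visual inspection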; further: strong numbers were not always called active
VCAM1 TNFa inh = reduces TNF alpha induced VCAM1 expression in HUVEC; HUVEC TNFa-induced VCAM-1 immunofluorescence, high-content imaging; AID 802; hit rate 0.48% among 95,000; inhibition, % at 2 µM;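 active means inhibition above the batch mean plus 3 SD, with images confirmed as a hit by eye, cut at about 37% in these data; inconclusive means inhibition above that limit but hit not confirmed in images; inactive means inhibition not above that limit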;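 further: 0% = TNF-stimulated DMSO wells and 100% = unstimulated control wells; not every result past the cut was called active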
The depositor's hits bear a star; ? = inconclusive; nt = not tested or not shown; [ ] = dose if it differs, or a comment. Some of the compounds tested, so the mix of outcomes need not match the whole.

SMILES	Fibroblast inh	HUVEC prolif 384	TNFa cytotox	H69AR inhibit	HUVEC tox IL1B	PTK2B oligo ant	Smad3 FoxH1 inh	cytoskel mod	VCAM1 TNFa inh
O=C(Nc1ccc(N2CCCCC2)c(Cl)c1)c1cccnc1	74	67	-8	74	14	0	10	-10	-9
CCN(CC)S(=O)(=O)c1ccc(Cl)c(NC(=O)c2ccccc2C)c1	nt	nt	-16	nt	-38	0	nt	26	-2
CCNc1ccc2c(Cl)cc(=O)oc2c1	102	95	12	37*	-26	nt	-7	-2	-11
CC(=O)N1CC2(CC(=O)OC(C)C)CN(C(C)=O)CC(CC(=O)OC(C)C)(C1)C2=O	105	94	nt	101	nt	-0.47	-10	nt	nt
O=C(CSc1nnc(-c2ccccc2)n1Cc1ccco1)Nc1ccc(S(=O)(=O)N2CCCC2)cc1	75	94	9	49	-12	-1.8	-9	5	10
CCc1cc2c(NCCC(=O)O)ncnc2s1	96	90	-1	95	-44	-1	2	8	-6
Cc1cccc(NC(=S)NNC(=O)c2csc3c2CCCC3)c1	nt	nt	6	nt	-20	-0.71	nt	0	16
Cc1ccc2cccc(OCC(=O)NCc3ccco3)c2n1	100	97	nt	82	nt	0.02	5	nt	nt
Cn1c(SCc2ccccc2)nnc1-c1ccc2c(c1)OCO2	102	104	6	82	-12	-0.46	6	-13	11
Cc1[nH]n(-c2ccccc2)c(=O)c1-c1cccc(Cl)c1	97	108	-2	93	-14	-0.28	-3	12	-8
CCC(c1nnnn1CS(=O)(=O)c1ccc(C)cc1)N1CCN(c2nc3ccccc3s2)CC1 (stereo not drawn)	93	77	10	53	6	-0.22	-8	11	-4
CCCNC(=O)c1cc(S(=O)(=O)N2CCc3ccccc32)ccc1F	90	112	17	91	14	-0.4	-9	-19	10
CCOc1ccc(N(CC(=O)Nc2ccc3c(c2)OCCO3)S(=O)(=O)c2c(C)noc2C)cc1	87	82	-10	73	7	nt	-6	-5	11
Cc1cc(N2C(=O)CC(N3CCN(C(c4ccccc4)c4ccccc4)CC3)C2=O)no1 (stereo not drawn)	91	82	3	81	-11	0.17	6	-8	-19
Cc1ccc(NC(=O)Nc2ccc(C(=O)N3CCOCC3)cc2)cc1	108	109	-2	94	18	0.43	8	-10	-7
COCCN(Cc1cc2cc3c(cc2[nH]c1=O)OCO3)C(=O)c1cccs1	94	89	-18	90	9	nt	17	11	-27
CCC1CCC2(CC1)NC(CO)(CO)CO2 (stereo not drawn)	nt	101	nt	107	nt	1.4	0	nt	nt
Cc1ccc(/C=N/n2c(C)nnc2C)s1	95	102	12	104	2	0.51	-7	-13	1
O=C(c1cc(-c2ccc(Cl)c(Cl)c2)on1)N1CCCC1	103	104	nt	96	nt	nt	-1	nt	nt
O=C(NC1CC2CCCC(C1)N2S(=O)(=O)c1ccccc1)c1ccco1 (stereo not drawn)	115	108	-8	79	-18	0.27	7	4	-1
COc1ccc(C(=O)N=c2sc3c(C)ccc(OC)c3n2C)cc1	nt	nt	-29	nt	3	nt	nt	2	12
O=C(/C=N/O)Nc1ccc(F)cc1	114	93	-4	89	-3	0.07	5	10	22
CCOc1ccc(C(=O)Nc2cc(C)c3c(=O)oc4ccccc4c3n2)cc1	69	26*	5	19*	2	nt	16[fluorescence artefact?]	-1	12
c1cn(C23CC4CC(CC(C4)C2)C3)cn1	94	88	-7	100	-12	0.06	0	3	0
CCOC(=O)/C(C#N)=C1/C=Cc2ccccc2N1CC	108	108	nt	94	nt	-1.1	-2	nt	nt
NC(=O)CN1CCOCCOCCN(CC(N)=O)CCOCCOCC1	105	98	-31	92	-34	-0.36	4	-1	-20
CCOC(=O)N1CCC(NC(=O)C(CC(C)C)NC(=O)C2CCCCC2)CC1 (stereo not drawn)	95	100	nt	101	nt	1.3	1	nt	nt
CC1CCCN(C(=O)C2CCN(S(=O)(=O)c3cccc4cccnc34)CC2)C1 (stereo not drawn)	101	96	-11	101	-46	nt	7	3	4
O=C(OCc1ccc2c(c1)OCO2)c1cccc(S(=O)(=O)N2CCCCC2)c1	105	103	-8	105	-102	-1.1	-7	-3	-4
COc1ccc(CCN2C(=O)CC(N3CCN(c4ccccn4)CC3)C2=O)cc1OC (stereo not drawn)	100	95	-33	90	5	-1.1	6	20	7
CC(=O)NC(c1ccc(F)cc1)c1cccnc1 (stereo not drawn)	108	97	-6	102	38	0.19	2	0	11
COc1ccc(C2CC(c3ccc(C)cc3)Nc3ncnn32)cc1 (stereo not drawn)	94	98	nt	92	nt	nt	-3	nt	nt
CCSc1nnc(-c2ccc(Cl)cc2)c2ccccc12	nt	nt	4	nt	-18	0.03	nt	-11	8
CCCCOCC(O)Cn1c(C)nc2ccccc21 (stereo not drawn)	89	89	-30	100	-26	1	7	-13	7
COCCn1c(C(C)C)nc2sc3ccccc3c(=O)c2c1=O	nt	nt	34	nt	0	-0.19	nt	-1	27
CCOc1ccc(-n2c(C)nc3cc(C(=O)NCc4ccco4)ccc32)cc1	92	89	-38	86	-17	-0.34	-5	-1	-36
Cc1ccccc1Cn1c(=O)n(CCCC(=O)NCc2ccco2)c(=O)c2sccc21	96	103	-33	60	nt	0.04	-6	20	4
COc1ccccc1-n1cnc2cc(NCc3ccccn3)ccc21	99	90	-3	46	2	-2.2	7	-24	10
CCOc1cc(-n2cnnn2)c(OCC)cc1NC(=O)c1cnccn1	101	100	nt	82	nt	0.45	16	nt	nt
Cc1cc(C)n2c(Nc3ccc4c(c3)OCCO4)c(-c3ccco3)nc2n1	nt	nt	18	nt	8	nt	nt	-4	-7
C/C(=C\C(=O)c1cccnc1)Nc1ccc(C)c(C)c1	104	91	76	93	23	-0.26	5	-39	89*
N#CCSc1nc2c(cc1C#N)CCCCCC2	87	98	-16	89	-7	-0.81	-3	-1	10
COCCn1c(SCC(=O)Nc2sc(C)c(C)c2C#N)nnc1C(C)C	86	95	3	92	-4	0.06	3	1	15
O=C(OCc1nnc(-c2ccccc2)o1)c1ccc(S(=O)(=O)NCc2ccco2)cc1	99	97	1	90	2	-0.45	-2	6	-4
O=c1c2cccc3c2c(nn1CN1CCOCC1)-c1ccccc1-3	nt	nt	21	nt	-40	-0.63	nt	-23	6
O=C(c1cccc(S(=O)(=O)N2CCCC2)c1)N1CCN(c2ccccc2F)CC1	94	90	-26	42	-14	0.76	-9	-16	-4
C/C(N)=C(/C#N)C(=O)CSc1nnnn1-c1ccc(C)cc1	nt	102	-5	96	2	0	11	10	3
CCOc1ccc(N(CC(=O)NCC2CCCO2)C(=O)CCC(=O)Nc2ccccn2)cc1 (stereo not drawn)	109	97	-11	86	-3	0.49	3	8	-2
Brc1ccc2c(c1)OCCOCCOc1cc(Br)ccc1OCCOCCOCCO2	nt	nt	-2	nt	0	-1.6	nt	29	-10
O=C(CSc1nc2ccccc2s1)NNC(=S)Nc1ccc(Br)cc1	nt	nt	27	nt	3	0.9	nt	-10	?
O=S(=O)(c1ccc2oc(-c3ccncc3)nc2c1)c1ccc2oc(-c3ccncc3)nc2c1	94	101	nt	73	nt	nt	22[fluorescence artefact?]	nt	nt
COc1ccccc1NS(=O)(=O)c1cc(C(=O)NCCN2CCOCC2)ccc1Cl	92	98	-19	85	-82	-0.62	4	nt	5
Cc1ccc(-c2csc(Cc3nc(-c4cc5ccccc5oc4=O)cs3)n2)cc1	nt	nt	-9	nt	-16	0.57	nt	-5	12
c1ccc(Nc2nc(N3CCOCC3)c3ccccc3n2)cc1	96	86	-18	96	5	-0.3	7	16	-9
C=CCSc1nc(N(CC)CC)c2sccc2n1	nt	nt	-14	nt	19	-1.5	nt	11	-23
CC(C)OP(=O)(OC(C)C)C1(O)C(=O)Nc2ccc(Br)cc21 (stereo not drawn)	nt	nt	-43	nt	2	0	nt	15	26
CCOC(=O)c1c(C)[nH]c(C(=O)CSc2nnc(-c3cccs3)n2Cc2ccccc2)c1C	79	52	1	4.9*	5	0.58	20	27	8
COc1ccc2[nH]c(=O)c(CN(C(=O)c3cccnc3)c3ccc(C)cc3)cc2c1	101	96	-1	75	-17	0.73	-4	nt	16
COC(=O)CN(c1cccc(F)c1)S(C)(=O)=O	nt	nt	-14	nt	0	0.32	nt	6	-6
CC(C)C(=O)NC(=S)Nc1ccccc1F	nt	nt	25	nt	-20	0.44	nt	-25	-11
(list continues)
SMILES	Fibroblast inh	HUVEC prolif 384	TNFa cytotox	H69AR inhibit	HUVEC tox IL1B	PTK2B oligo ant	Smad3 FoxH1 inh	cytoskel mod	VCAM1 TNFa inh
O=C(Cn1c(=O)c2c(ncn2C2CCCC2)n(Cc2ccccc2)c1=O)N1CCc2ccccc21	94	113	4	91	9	-0.57	12	3	-10
CN1C(=O)C(CC(=O)N2CCN(C(c3ccccc3)c3ccccc3)CC2)N(C)C1=O (stereo not drawn)	90	92	-28	94	-32	0.11	9	12	22
Cc1cc(S(=O)(=O)NC2CCCC2)ccc1F	101	95	1	98	2	-0.62	8	20	10
COCC(=O)N(Cc1cc2cc(OC)ccc2[nH]c1=O)c1ccc(C)cc1	93	93	-5	90	0	0.08	3	0	7
COC(=O)c1ccc(NC(=O)C2CC(=O)N(c3ccc(C)cc3)C2)cc1 (stereo not drawn)	100	100	-42	84	25	0.16	5	5	4
CCOC(=O)c1c(C)c(-c2ccccc2)n(CC(=O)N2CCN(C)CC2)c1C	109	95	16	68	10	nt	-1[fluorescence artefact?]	-5	26
Cc1cc(S(=O)(=O)N(Cc2ccccn2)Cc2ccco2)ccc1-n1cnnn1	93	100	nt	87	nt	-0.4	6	nt	nt
O=C(NNC1=C(C(=O)C(F)(F)F)CCC1)c1ccccc1Cl	68	15*	-22	51	-4	0.89	-9	2	4
CCOC(=O)C1CCN(c2nc3ccccc3nc2C(C#N)C(=O)NCCc2ccccc2)CC1 (stereo not drawn)	99	84	nt	81	20	nt	8	nt	nt
CCOC(=O)N1CCC(NC(=O)CCc2c(C)nc3c(c(C)nn3C(C)(C)C)c2C)CC1	101	113	nt	100	4	-1.8	-1	nt	nt
C=CCn1c(COc2ccc3c(c2)CCCC3)nnc1SCC(=O)Nc1cccc(SC)c1	nt	nt	-5	nt	16	-0.42	nt	3	-2
O=C1NCCc2c1[nH]c1c(Cl)ccc(Cl)c21	100	49	-53	67	3	-1.8	-13	1	-20
CC1CCCCN1C(=O)Cc1ccc(Cl)cc1 (stereo not drawn)	99	94	-3	81	-22	0.37	1	12	12
CC(C)(C)NS(=O)(=O)c1ccc(CCC(=O)Nc2ccc3c(c2)OCO3)cc1	104	81	10	97	1	0.24	8	4	4
COC(=O)C1CCN(C(=O)COC(=O)Cc2c[nH]c3ccccc23)CC1	101	110	5	90	-13	0.67	4	24	-18
COc1ccc(C(=O)N/N=C/C(C)c2ccccc2)cc1OC (stereo not drawn)	nt	nt	11	nt	18	-0.75	nt	-2	-3
O=C(NCc1ccncc1)Nc1ccccc1Cl	102	88	nt	93	nt	0.04	16[fluorescence artefact?]	nt	nt
O=c1sc(Nc2ccccc2)nc2ccsc12	98	80	-26	60	-23	-1.2	7	12	17

Some of the entries so far, bar-delimited:
molecule | Fibroblast inh | HUVEC prolif 384 | TNFa cytotox | H69AR inhibit | HUVEC tox IL1B | PTK2B oligo ant | Smad3 FoxH1 inh | cytoskel mod | VCAM1 TNFa inh
CCOc1cc(-n2cnnn2)c(OCC)cc1NC(=O)c1cnccn1 | 101 | 100 | nt | 82 | nt | 0.45 | 16 | nt | nt
CCOC(=O)c1c(C)c(-c2ccccc2)n(CC(=O)N2CCN(C)CC2)c1C | 109 | 95 | 16 | 68 | 10 | nt | -1[fluorescence artefact?] | -5 | 26

Screening data: PubChem, several laboratories
